MITF TRPM1 HTS = increases MITF-driven TRPM1 promoter luciferase signal; SK-MEL-5 TRPM1-promoter luciferase, 24 h; % of positive control, neutral wells = 0; activation, % at 12.5 µM; actives 0.75% (n = 300,000);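 active means mean activation of at least 80% with every replicate also reaching 80%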;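 further: 0% = neutral control wells and 100% = parthenolide positive control wells; values of inactives mirror those of a sister screen read the other way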
V-ATPase pHluor = regulators of yeast V-ATPase proton transport | S. cerevisiae, pHLuorin cytosolic pH fluorescence | response, % at 10 µM | actives 0.37% (n = 350,000) | AID 504577; in the data active means response mostly above about 7.3%, no sharp cut-off; inactive means mostly below about 5.4%; further: actives read high; inactives centre near 0; some compounds called inactive have numbers as strong as hits; reference of the scale not given here
dFosB activator = enhances mouse delta FosB homodimer DNA binding | purified delta FosB, TAMRA-CDK5 oligo fluorescence polarization; percent of positive-control signal above neutral wells | activation, % at 25 µM | actives 0.99% (n = 340,000) | P13346;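 active means mean activation above about 17%, with every replicate also reaching it, limit read from the data, passing the limit was not always enough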;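 further: fluorescence polarization rise as delta FosB binds a TAMRA Cdk5 AP-1 oligo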
Wnt act = Wnt/beta-catenin pathway activation | actives 1.2% (n = 300,000) | activation, % at 9.35 µM | Wnt/beta-catenin reporter cell assay, activator, plate reader; in the data active means activation above about 30%, passing the limit was not always enough;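 further: 0% = neutral control wells and 100% = positive control wells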
HTR5A inv ag = HTR5A inverse agonism, opioid heterodimer counter-screen. inhibition, % at 9.3 µM. AID 504634. HTR5A cell line, luminescence. P47898. actives 0.083% (n = 340,000); in the data active means inhibition mostly above about 23%, no sharp cut-off; inactive means mostly below about 18%;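 further: 0% = cells with DMSO and 100% = no-cell wells with DMSO; some compounds called inactive have numbers as strong as hits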
Target sequence (P47898 whole entry, looked up): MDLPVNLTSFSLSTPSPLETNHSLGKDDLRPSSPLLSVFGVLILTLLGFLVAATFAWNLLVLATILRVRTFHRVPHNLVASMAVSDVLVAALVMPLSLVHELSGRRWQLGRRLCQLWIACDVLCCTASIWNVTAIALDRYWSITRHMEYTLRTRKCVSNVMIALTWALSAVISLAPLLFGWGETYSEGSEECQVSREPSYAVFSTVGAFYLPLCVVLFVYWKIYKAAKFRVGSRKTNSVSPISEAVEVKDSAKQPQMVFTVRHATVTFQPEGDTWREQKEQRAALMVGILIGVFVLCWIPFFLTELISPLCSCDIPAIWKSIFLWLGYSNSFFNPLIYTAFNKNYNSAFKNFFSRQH
CDK5 p35 inh = inhibitors of human CDK5/p35 kinase; AID 488839; inhibition, % at 10 µM; Q00535+Q15078; Recombinant CDK5/p35, ADP-Glo luminescence, 60 min; actives 0.01% (n = 330,000);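 active means highest replicate inhibition of at least 50% and at least 75% of replicates reaching 50%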;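 further: plate controls were DMSO neutral control for no effect and GW8510 at 10 µM for full effect; many of its hits are not listed in these tables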
Target sequence (Q00535 whole entry, looked up): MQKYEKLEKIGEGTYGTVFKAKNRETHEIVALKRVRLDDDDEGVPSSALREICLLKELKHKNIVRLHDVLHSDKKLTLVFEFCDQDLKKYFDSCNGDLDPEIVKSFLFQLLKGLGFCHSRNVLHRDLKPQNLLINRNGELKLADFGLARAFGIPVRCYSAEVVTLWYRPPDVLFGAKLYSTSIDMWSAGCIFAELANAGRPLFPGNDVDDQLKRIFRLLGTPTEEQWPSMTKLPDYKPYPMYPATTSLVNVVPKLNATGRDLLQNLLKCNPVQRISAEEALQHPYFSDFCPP
Target sequence (Q15078 whole entry, looked up): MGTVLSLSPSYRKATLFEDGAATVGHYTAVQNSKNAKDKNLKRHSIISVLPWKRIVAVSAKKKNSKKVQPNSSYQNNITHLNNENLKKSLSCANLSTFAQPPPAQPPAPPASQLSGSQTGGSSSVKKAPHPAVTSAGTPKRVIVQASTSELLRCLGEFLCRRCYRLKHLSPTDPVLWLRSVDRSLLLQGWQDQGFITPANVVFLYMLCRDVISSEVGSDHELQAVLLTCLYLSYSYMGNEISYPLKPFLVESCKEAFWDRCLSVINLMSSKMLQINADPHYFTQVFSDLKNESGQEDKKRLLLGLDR
NSD2 HMT inh = inhibitors of human histone methyltransferase NSD2; O96028; NSD2 peptide methylation, AlphaScreen, 120 min; inhibition, % at 12.5 µM; actives 0.54% (n = 310,000); AID 743445; in the data active means inhibition above about 50%
HTR5A ag ctr = HTR5A agonism, opioid heterodimer counter-screen. actives 0.61% (n = 340,000). activation, % at 9.3 µM. P47898. HTR5A agonist assay, luminescence, cell-based; in the data active means activation mostly above about 9.5%, no sharp cut-off; inactive means mostly below about 7.6%;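 further: 0% = cells with vehicle only and 100% = reference agonist; strong numbers were not always called active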
SR-BI DiI inh = inhibitors of mouse SR-BI mediated HDL lipid uptake | AID 488896 | inhibition, % at 12.5 µM | actives 0.96% (n = 320,000) | ldlA[mSR-BI] CHO cells, DiI-HDL uptake fluorescence, 3 h;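 active means mean replicate inhibition of at least 70% and a set share of replicates each scoring 70 or more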;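 further: 0% = median of neutral control wells and 100% = median of positive control wells; values of inactives mirror those of a sister screen read the other way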
PvdQ acylase = P. aeruginosa PvdQ acylase inhibition; purified PvdQ acylase, fluorescence plate reader; inhibition, % at 10 µM; actives 0.063% (n = 340,000); AID 488965; in the data active means inhibition above about 30%, passing the limit was not always enough;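 further: 0% = vehicle neutral wells and 100% = reference inhibitor wells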
Active calls of the source: *; . = no result given. Rows were taken by chance; about 5% have a hit in one of these screens.

cpd	SMILES	MITF TRPM1 HTS	V-ATPase pHluor	dFosB activator	Wnt act	HTR5A inv ag	CDK5 p35 inh	NSD2 HMT inh	HTR5A ag ctr	SR-BI DiI inh	PvdQ acylase
1	CCC(CCC(=O)Nc1cccc([N+](=O)[O-])c1)C(=O)O (stereo not given)	-3	-3	3	1	-10	2.6	-2	3	-3	-9
2	COc1ccc(C(c2nnnn2CCc2ccccc2)N2CCN(C3CCCC3)CC2)cc1 (stereo not given)	4	-4	2	-10	-9	1.6	.	-4	-17	-8
3	Cc1ccc(C)c(NC(=O)c2nnn(Cc3ccccc3C)c2N)c1	.	-1	-2	-4	-11	0.4	-2	4	21	0
4	O=C(CNC(=O)c1ccco1)N=Nc1c(O)[nH]c2ccc(Br)cc12	5	-3	-8	-1	-29	1.1	4	-1	-12	8
5	Cc1cc(C)nc(N(C#N)CCOc2ccc(Cl)cc2)n1	5	-1	2	.	-13	-0.3	-7	2	10	11
6	CCOC(=O)CSC1=C(C#N)C(c2ccc(C)cc2)C2=C(CCCC2=O)N1 (stereo not given)	1	0	5	.	13	-1.5	-1	-5	13	1
7	O=C(C[n+]1cc(-c2ccccc2)n2c1CCC2)Nc1nc(-c2ccc(F)cc2)cs1	0	-3	2	.	11	1.5	4	2	15	0
8	CCOC(=O)C1C(=O)CC(C)(O)C(C(=O)OCC)C1/C=C/c1ccccc1 (stereo not given)	4	2	2	0	15	-0.5	.	4	0	-21
9	Cc1cccc(C)c1NS(=O)(=O)c1cc2c3c(c1)CCN3C(=O)CC2	-8	1	3	0	18	0.8	0	-4	12	-3
10	Cc1ccccc1OCC(=O)NCCc1nc2ccccc2[nH]1	8	-3	-5	-1	21	1.2	0	-1	0	-9
11	O=C(O)CCCC(=O)N1CCOCCOCCOCCOCC1	-5	1	8	1	1	1.2	-1	0	-9	-5
12	O=C(NCCc1ccccc1)c1cccc(N2CCCC2=O)c1	-21	-2	-1	.	-10	-0.1	-2	9	-12	2
13	Cc1nc2ccc(Cl)cc2c(-c2ccccc2F)c1CC(=O)O	-2	-3	-2	-2	0	2.2	-2	-1	-14	2
14	O=C(O)C1CCCCC1C(=O)NCCc1ccc(F)cc1 (stereo not given)	-6	2	-3	-1	12	-0.6	-2	3	-12	2
15	CCN(C(=O)Cc1ccc(NC2=NC3CS(=O)(=O)CC3S2)cc1)c1ccccc1 (stereo not given)	1	2	-2	-3	-3	-3.4	.	1	10	-11
16	Cc1ccc(N(CC(=O)Nc2ccc(C)cc2C)S(=O)(=O)N2CCCC2)cc1	-6	2	-5	.	30	0.7	-1	4	14	5
17	COCCCNC(=O)Cn1ncc2ccsc2c1=O	4	5	-3	-12	10	0.5	.	5	-2	-11
18	Cc1ccccc1COCCN1CCN(S(=O)(=O)c2ccccc2)CCC1=O	8	2	-2	1	10	2.3	.	1	8	-5
19	COc1ccc(S(=O)(=O)N(C)C[C@H]2Oc3c(NC(=O)Nc4c(C)noc4C)cccc3C(=O)N([C@@H](C)CO)C[C@H]2C)cc1	1	-1	-6	-5	-10	-1.2	.	3	-5	-3
20	O=C(CN1CCOCC1)Nc1ncc(Cc2cccc(Cl)c2)s1	-9	0	-11	-1	5	0.9	0	-2	-1	2
21	Cc1oc(C(C)(C)C)c(CN2CCCC2)c1C(=O)O	-12	3	-5	-1	-11	0.7	-2	-1	11	-14
22	O=C(CCN1C(=O)C2C3C=CC(C4CC34)C2C1=O)Oc1ccccc1 (stereo not given)	-4	-1	-3	0	4	0.3	-1	-1	-2	-12
23	CCC1CCc2sc(C(=O)O)cc2C1 (stereo not given)	-16	-5	-5	.	0	-0.7	0	0	-33	-7
24	S=c1nc(C2CCCCC2)[nH][nH]1	6	0	-5	.	6	0.4	8	-2	-1	9
25	O=C(CNC(=S)N(Cc1ccccc1Cl)C1CCCC1)NCCCN1CCOCC1	-10	-1	0	-1	-10	-1.4	5	-2	-15	-7

Exported with values under each structure: entries from further up
Sequence of screens: MITF TRPM1 HTS, V-ATPase pHluor, dFosB activator, Wnt act, HTR5A inv ag, CDK5 p35 inh, NSD2 HMT inh, HTR5A ag ctr, SR-BI DiI inh, PvdQ acylase
#16 Cc1ccc(N(CC(=O)Nc2ccc(C)cc2C)S(=O)(=O)N2CCCC2)cc1
  -6, 2, -5, ., 30, 0.7, -1, 4, 14, 5
#17 COCCCNC(=O)Cn1ncc2ccsc2c1=O
  4, 5, -3, -12, 10, 0.5, ., 5, -2, -11
#18 Cc1ccccc1COCCN1CCN(S(=O)(=O)c2ccccc2)CCC1=O
  8, 2, -2, 1, 10, 2.3, ., 1, 8, -5
#19 COc1ccc(S(=O)(=O)N(C)C[C@H]2Oc3c(NC(=O)Nc4c(C)noc4C)cccc3C(=O)N([C@@H](C)CO)C[C@H]2C)cc1
  1, -1, -6, -5, -10, -1.2, ., 3, -5, -3
#20 O=C(CN1CCOCC1)Nc1ncc(Cc2cccc(Cl)c2)s1
  -9, 0, -11, -1, 5, 0.9, 0, -2, -1, 2
#21 Cc1oc(C(C)(C)C)c(CN2CCCC2)c1C(=O)O
  -12, 3, -5, -1, -11, 0.7, -2, -1, 11, -14
#22 O=C(CCN1C(=O)C2C3C=CC(C4CC34)C2C1=O)Oc1ccccc1 (stereo not given)
  -4, -1, -3, 0, 4, 0.3, -1, -1, -2, -12

Carrying on.
cpd	SMILES	MITF TRPM1 HTS	V-ATPase pHluor	dFosB activator	Wnt act	HTR5A inv ag	CDK5 p35 inh	NSD2 HMT inh	HTR5A ag ctr	SR-BI DiI inh	PvdQ acylase
26	O=C(NNC(=O)c1ccc(Br)o1)c1ccc(NS(=O)(=O)c2cccs2)cc1	15	2	-7	0	-4	-2.5	-2	-4	-11	-5
27	COC(=O)c1c(NC(=O)Cn2cnc([N+](=O)[O-])n2)sc2c1CCC(C)C2 (stereo not given)	-4	-3	-15	2	12	2.2	-1	3	56	-8
28	COCC(C)n1c(C)cc(C(=O)COC(=O)CN=C2NS(=O)(=O)c3ccccc32)c1C (stereo not given)	-9	4	-5	-2	-7	-3.9	2	10	-5	-12
29	CCOC(=O)Cn1c(C(=O)OCC)cc2sccc21	4	5	0	.	1	3.2	-5	-1	-11	4
30	CC(=O)Nc1ccc(N=Nc2c(C)[nH]n(C(N)=S)c2=O)cc1	6	0	-4	13	12	0.3	13	-4	-12	1
31	Cc1ccc(NC(=O)COC(=O)CSC(=S)N2CCOCC2)cc1	4	-2	-1	1	-1	-2.7	-7	2	7	-6
32	Cc1ccccc1S(=O)(=O)Cc1ccc(C(=O)N2CCN(c3cccc(C)c3C)CC2)o1	-51	-2	-3	.	-18	0.7	1	0	.	-4
33	Cc1ccc(/C=C/C(=O)Nc2ccc(S(N)(=O)=O)cc2)o1	-5	-1	-6	0	-14	-2.0	16	5	-1	-6
34	CCCCC(=O)NC(N1CCCCC1)C(Cl)(Cl)Cl (stereo not given)	.	-2	-1	-4	21	-2.2	0	-4	24	-19
35	Cc1cccc2cc(CN(CC3CCCO3)C(c3nnnn3Cc3ccco3)C(C)C)c(=O)[nH]c12 (stereo not given)	-7	7	-9	.	-7	-0.9	2	0	-9	-7
36	CC(=O)Nc1ccc(NC(=O)C(C)OC(=O)c2ccccc2Sc2ccccc2C#N)cc1 (stereo not given)	15	7	11	-2	8	-6.8	-2	-3	17	-13
37	O=C1C2CC=CCC2C(=O)N1c1ccc(Cc2ccncc2)cc1 (stereo not given)	-10	-2	-4	.	-20	2.8	-2	8	-6	-1
38	CCN1C(=O)C(C)S/C1=N\S(=O)(=O)c1ccc(Cl)s1 (stereo not given)	3	0	-4	.	-14	0.3	0	-3	-6	-12
39	O=C(CN1C(=O)c2ccc([N+](=O)[O-])cc2C1=O)Nc1nnc(C2CC2)s1	-2	-8	-10	-5	-8	2.0	58*	2	-18	9
40	Fc1ccccc1-c1csc(=Nc2cccnc2)n1CCCn1ccnc1	15	9	-4	-3	-2	-0.5	6	1	-26	-16
41	O=C(Nc1cccc2nsnc12)c1cccnc1Cl	12	-2	-5	-8	7	-0.9	1	-2	5	-10
42	Cc1ccc(Nc2cc(C)nc3ccccc23)c(C)c1	.	-2	-4	0	26	0.4	1	-4	-8	-8
43	Cc1c(C(=O)N2CCCCC2)nn(-c2ccc(Cl)cc2)c(=O)c1C#N	-12	5	-10	-1	0	1.8	-1	0	11	-8
44	O=C(NCCc1c[nH]c2ccccc12)c1cc2ccccc2oc1=O	72	-1	-5	40*	-20	-0.5	-2	7	-11	-4
45	COc1cccc(N(CC(=O)N2CCN(C)CC2)S(=O)(=O)c2ccccc2)c1	-4	-4	-7	-2	17	1.3	-1	-7	-19	2
46	CC(C)CCNC(=O)C(c1ccc(O)cc1)N(Cc1cccs1)C(=O)C1COc2ccccc2O1 (stereo not given)	5	0	-7	.	-21	-0.2	2	3	7	-9
47	O=C1Nc2ccccc2C1C(C[N+](=O)[O-])c1ccccc1 (stereo not given)	-8	2	-3	2	3	-0.3	2	-1	-1	-15
48	COc1cccc(CNC(=S)Nc2ccc(Cl)cc2C)c1	0	0	-6	-1	-2	1.0	75*	0	33	-18
49	CCCOC(=O)c1ccc(NC(=O)c2ccccc2OC)cc1	32	-1	-22	-1	9	-1.4	-8	0	66	-3
50	CC(C)[C@H](NC(=O)N1CC(=O)Nc2ccccc21)C(=O)Nc1nccs1	-26	-1	-6	1	3	.	10	-3	4	9
51	CCO[C@@H]1OC(C(=O)N2CCN(C)CC2)=C[C@H](c2coc3ccccc3c2=O)[C@H]1CCCO	8	2	-10	0	-3	-0.2	.	1	-20	-14
52	Cc1cc2cccc(C)c2nc1SCC(=O)NC1CCCCC1	-9	-1	-1	-1	-25	0.5	-2	2	.	-8
53	COc1cccc(NC(=O)CN(C)C(=O)c2ccc(S(=O)(=O)Nc3ccccc3C)cc2)c1	-6	-4	-2	-2	8	0.2	3	-5	15	-4
54	Cc1ccc(C(=O)N2CCCC2)c(F)c1F	4	6	0	.	19	-0.9	-3	-5	-29	3
55	COC(=O)C(CC(=O)CNC(=O)c1ccccc1)NC(=O)c1ccccc1 (stereo not given)	16	-3	2	-5	1	0.8	-1	0	-33	-7
56	COc1ccc(S(=O)(=O)NC2CC(=O)N(c3ccc4c(c3)OCCO4)C2)cc1 (stereo not given)	-6	-1	0	2	6	-0.4	0	-2	-13	-8
57	Cc1cccc(C)c1OCC(C)N (stereo not given)	4	0	-3	0	5	-6.2	.	-2	-10	-24
